# NOD2-RIPK2 inh: inhibitors of human NOD2-RIPK2 interaction | O43353 | actives 0.38% (n = 360,000) | CHO BLA complementation NOD2-RIPK2, CCF4 ratio | inhibition, % at 4.98 µM; in the data active = inhibition above about 21%;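 note: 0% = vehicle only and 100% = reference blocker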
# Target sequence (O43353 whole entry, looked up): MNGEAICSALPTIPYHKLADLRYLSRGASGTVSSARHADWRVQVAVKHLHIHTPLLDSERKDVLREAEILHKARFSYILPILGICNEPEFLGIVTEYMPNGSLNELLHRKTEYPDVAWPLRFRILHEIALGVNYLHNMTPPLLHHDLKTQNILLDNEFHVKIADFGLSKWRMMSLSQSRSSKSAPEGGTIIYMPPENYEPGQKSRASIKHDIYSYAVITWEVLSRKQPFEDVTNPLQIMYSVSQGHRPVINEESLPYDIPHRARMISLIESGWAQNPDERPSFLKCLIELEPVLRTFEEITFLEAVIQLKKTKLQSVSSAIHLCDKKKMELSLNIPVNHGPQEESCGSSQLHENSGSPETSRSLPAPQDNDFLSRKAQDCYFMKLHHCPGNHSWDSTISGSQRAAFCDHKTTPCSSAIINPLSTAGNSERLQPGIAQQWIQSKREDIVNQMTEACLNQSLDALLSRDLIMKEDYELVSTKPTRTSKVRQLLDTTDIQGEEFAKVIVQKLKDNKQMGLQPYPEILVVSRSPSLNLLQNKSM
# aDG glyco up: alpha-DG glycosylation activation; actives 0.22% (n = 360,000); Pro5-aDG cells, alpha-DG glycosylation AlphaScreen (IIH6); 0% Pro5, 100% B10-LARGE cell signal; activation, % at 10 µM;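 active = activation of at least 8% versus controls, or a plate z-score of at least 8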;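 note: Pro5 are CHO cells carrying HIG-tagged alpha-DG that lacks glycosylation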
# MC4R antag cAMP: antagonists of human melanocortin 4 receptor (MC4R); P32245; inhibition, % at 6.5 µM; actives 0.48% (n = 360,000); MC4R-expressing cells, MTII-stimulated cAMP, LANCE TR-FRET;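 active = inhibition above its plate's cutoff, the mean of tested wells on that plate plus 3 SD, cut at about 29% in these data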;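 note: 0% = Melanotan II alone and 100% = Melanotan II plus saturating MCL0020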
# Target sequence (P32245 whole entry, looked up): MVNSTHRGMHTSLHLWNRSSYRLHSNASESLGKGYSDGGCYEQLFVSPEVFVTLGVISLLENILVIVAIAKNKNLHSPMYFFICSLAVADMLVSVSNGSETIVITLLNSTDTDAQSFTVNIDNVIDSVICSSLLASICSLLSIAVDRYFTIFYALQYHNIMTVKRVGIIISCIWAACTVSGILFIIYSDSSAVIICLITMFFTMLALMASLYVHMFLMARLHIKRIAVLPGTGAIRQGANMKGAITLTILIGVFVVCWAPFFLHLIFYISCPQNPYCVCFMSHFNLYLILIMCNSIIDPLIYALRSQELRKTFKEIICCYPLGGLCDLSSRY
#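 Material: U2OS-MC4R stable cell line | Reagent: Melanotan II challenge after compound preincubation | Doses: One concentration, 6.5 µM nominal | Incubation: 30-min compound preincubation, 1-h Melanotan II challenge, 1-h detection, room temperature | Signal: TR-FRET cAMP assay | Replicates: One well per compound, no replicates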
# MC4R barr agon: human MC4R agonism via beta-arrestin. P32245. U2OS MC4R beta-arrestin complementation, luminescence; percent of melanotan II response, DMSO zero. activation, % at 8.9 µM. actives 0.98% (n = 360,000). AID 540308;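 active = activation above a per-plate cutoff, the mean activation of sample wells on that plate plus 3 SD, cut at about 8% in these data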
# ABHD5 PLIN5 PPI: inhibitors of human ABHD5-perilipin-5 interaction; Q00G26+Q8WTS1; Split G. princeps luciferase complementation, luminescence, 4 h; inhibition, % at 4 µM; actives 0.78% (n = 360,000); AID 602281;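 active = inhibition above the mean inhibition across every tested compound plus 3 SD, cut at about 22% in these data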;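 note: 0% = DMSO only wells and the 100% control is not disclosed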
# Exocytosis inh: lytic granule exocytosis inhibition | inhibition, % at 10 µM | TALL-104 LAMP-1 surface exposure, flow cytometry; cells stimulated with thapsigargin and PMA | actives 0.66% (n = 360,000);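 active = inhibition above about 55%, limit read from the data; inconclusive = no clear call, values can overlap the other calls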
# TLR9-MyD88 block: TLR9-MyD88 interaction inhibition | Q9NR96+Q99836 | CHO BLA complementation TLR9-MyD88, CCF4 FRET ratio | inhibition, % at 4.98 µM | actives 0.21% (n = 340,000);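 active = inhibition above the mean over all tested compounds plus 3 SD, cut at about 21% in these data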;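 note: 0% = DMSO only wells and 100% = clavulanate BLA inhibitor control wells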
# Vif imaging: HIV Vif inhibition; HEK293T cells, Vif self-association by quenched fluorescence, imaging, 24 h; inhibition, % at 7.49 µM; actives 0.35% (n = 340,000); in the data active = inhibition above about 50%, passing the limit was not always enough; inconclusive = no clear call, values can overlap the other calls; inactive = below about 31%; note: some results filed as inactive read as strong as hits
# N-glyco inh: blocks N-linked glycosylation in D54 reporter cells; actives 0.23% (n = 360,000); reporter increase, % at 12.5 µM; D54 ERlucT glycosylation luciferase reporter, 24 h; percent of 100 nM tunicamycin response; AID 588692;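 active = mean luciferase reporter signal, scaled so untreated is 0 and the glycosylation-blocking control 100, at or above a set limit in every replicate; inconclusive = mean reaches the limit but not every replicate does; inactive = mean below the limit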;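 note: luciferase carries N-glycosylation sites so blocking glycosylation raises the light; 0% = median of neutral control wells and 100% = median of 100 nM tunicamycin wells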
# ABCB6 inh MLPCN: human ABCB6 transporter inhibition. Q9NP58. K562-ABCB6 porphyrin accumulation, flow cytometry, 1 h; active compounds read low. fluorescence ratio to DMSO, % at 10 µM. actives 0.19% (n = 360,000);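 active = fluorescence ratio to DMSO below 75%, the collection mean minus 3 SD; inconclusive = too few cells collected in the well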;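 note: signal is porphyrin accumulated inside mitochondria; 100% equals median channel fluorescence of DMSO control wells; lower ratio means ABCB6 inhibition with less porphyrin fluorescence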
# The depositor's hits bear a star; ? = inconclusive; nt = not tested or not shown. An excerpt; rates above refer to the full screens.
SMILES,NOD2-RIPK2 inh,aDG glyco up,MC4R antag cAMP,MC4R barr agon,ABHD5 PLIN5 PPI,Exocytosis inh,TLR9-MyD88 block,Vif imaging,N-glyco inh,ABCB6 inh MLPCN
CCOC(=O)C1(Cc2ccccc2)CCN(Cc2ccc3cc(NC(C)=O)ccc3n2)CC1,3,0.6,9,-0.4,-4,0,-2,19,2,133
CSc1ccccc1NC(=O)Nc1ccc(Cl)cc1,-10,-0.1,9,7.2,-6,1,-11,-14,-2,96
COc1ccc([N+](=O)[O-])cc1N(CC(O)Cn1nnc2ccccc21)S(=O)(=O)c1ccc(C)cc1 (configuration not stated),-6,-0.2,-5,-1.8,4,0,-6,7,-3,98
O=C(COc1cc(Cl)c(Cl)cc1Cl)NCCc1ccccn1,-4,0.0,0,-2.3,4,-2,-1,-3,0,97
COc1ccccc1C(=O)COC(=O)c1ccccc1OCC(=O)Nc1ccc(SC(F)F)cc1,-11,-0.4,1,-1.0,-3,8,-2,-9,-10,93
COc1ccccc1NC(=O)COc1ccc(CO)cc1Cl,-5,0.1,8,-0.6,0,4,1,4,-1,89
CCOc1ccccc1NC(=O)c1c(Br)cnn1C,-4,-0.2,6,1.0,1,-1,-4,-8,3,102
O=C(C1CCN(S(=O)(=O)c2cccc3nsnc23)CC1)N1CCn2c1nc1ccccc12,8,-0.3,7,-11,4,3,-4,nt,3,98
CN(C)Cc1nnnn1-c1cccc(-n2nnnc2CN(C)C)c1,3,0.1,0,-1.7,6,-2,0,24,1,98
COc1ccc(-c2[nH]ncc2CN2CCCO2)c(F)c1,-4,-0.2,2,0.8,3,-2,-3,11,1,99
O=C(CSc1nnc(Cc2ccccc2)o1)NCc1ccco1,2,0.1,0,-0.7,4,2,8,5,-1,104
COc1ccc(/C=C(\NC(=O)c2ccccc2)C(=O)N2CCN(C)CC2)cc1OC,-12,0.1,-1,-2.4,7,-27,-6,10,4,99
Cn1c(=O)[nH]c(=O)c2[nH]c(CN3CCN(C(=O)c4ccco4)CC3)nc21,8,0.0,5,0.4,3,-2,8,-3,0,94
Cc1ccc(S(=O)(=O)N(C)CC(=O)NCC(=O)Nc2ccc(F)c(F)c2F)cc1,8,0.0,1,-2.3,-5,21,1,10,1,97
O=C1C2C3CCC(C3)C2C(=O)N1CNc1ccccc1 (configuration not stated),-9,2.1,10,-2.1,5,0,2,6,4,97
Cc1oc2cc3oc(=O)c(CCC(=O)NC4CC4)c(C)c3cc2c1C,-7,0.9,0,-0.1,5,-4,7,-16,-3,98
COc1ccccc1N(C(=O)CNC(=O)c1ccco1)C(C(=O)NC1CCCC1)c1ccco1 (configuration not stated),-12,0.0,6,-0.5,-3,32,7,16,-2,100
COC(C(=O)NC(C(C)C)C(C)C)c1ccccc1 (configuration not stated),-11,-0.1,-2,-0.6,-1,3,6,-5,1,99
CC(=O)N1C[C@H]2CON(C)[C@H]2C[C@H]1c1ccc(-c2ccc(C#N)cc2)cc1,-9,0.4,9,-1.0,11,0,2,nt,2,99
CNc1cncc(-c2cc(OC)c(OC)c(OC)c2)n1,-5,-0.3,-3,-1.7,0,-3,nt,-11,7,104
COc1ccc(-n2cnc3ccccc32)cc1,-10,-0.1,-9,0.2,-2,-8,-5,-3,-10,97
O=C(/C=C/Nc1cccc(O)c1)c1ccccc1,4,0.2,-9,-0.8,-2,4,9,nt,-18,104
C=CCSC1=Nc2cc(OC)c(OC)cc2C2=NC(=O)CN12,-3,0.5,0,-1.8,4,-2,-7,4,4,99
Cc1ccc(S(=O)(=O)Nc2ccc(N3CCOCC3)nc2)cc1,6,0.1,8,-2.6,-7,-3,2,4,3,97
COc1ccccc1CNC(=O)CCNS(=O)(=O)c1ccc2c(c1)CC(C)N2C(C)=O (configuration not stated),2,0.0,12,-2.2,-5,0,-2,-1,1,95
COc1ccc2[nH]c3c(c2c1)CCN1C(=O)C(CC(=O)NCc2cccc(C(F)(F)F)c2)C[C@H](C(=O)N2CCCCC2)[C@@]31CCc1ccccc1 (some centres not stated),-29,0.1,-12,1.0,4,-1,-5,nt,-4,99
O=C(COC(=O)[C@H](Cc1ccccc1)NC(=O)c1cccs1)Nc1c(Cl)cccc1Cl,-2,0.1,31*,-0.6,-4,3,-3,-2,1,103
Oc1ccc(Br)cc1C=Nc1ccc(Cl)cc1,-11,-0.5,3,-0.1,-1,4,0,10,2,98
Cc1ccc(NC(=S)NC(NC(=O)C(C)(C)C)C(Cl)(Cl)Cl)c(C)c1 (configuration not stated),8,0.1,2,-0.5,-2,-1,-8,-4,-2,91
COc1ccc(N(C)S(=O)(=O)c2ccc3c(c2)NC(=O)CC(=O)N3)c(OC)c1,0,-0.2,-1,1.8,7,-2,8,-3,8,99
COc1ccc(OC)c(C(C)NC(=O)c2ccc(Br)cc2)c1 (configuration not stated),-3,0.4,0,-1.0,-2,-9,-11,9,-2,95
O=C(CSc1nc2ccccc2n1CC(=O)N1CCCC1)N1CCN(C(=O)c2ccco2)CC1,-3,0.0,6,0.4,-7,-2,-7,13,0,98
O=C(Nc1ccc(Cl)c(C(F)(F)F)c1)C1Cc2c(-c3ccccc3Oc3ccccc3)ccnc2O1 (configuration not stated),-7,0.2,4,-1.8,-14,-2,nt,nt,-4,92
CN(C)CC(=O)c1ccc(-c2ccccc2)cc1,-5,0.1,-1,-1.6,3,4,5,-4,-2,96
O=C(CSc1ccccc1)N1CCCC(Nc2ccccc2)C1 (configuration not stated),-8,0.0,4,-1.0,-1,-1,-4,-4,1,97
CCOC(=O)c1sc(N)c(C(=O)Nc2ccccc2)c1C,-6,-0.7,5,-2.8,2,0,2,5,-2,97
O=C(NC1CCCN(CCc2ccccc2)C1)c1c(F)cccc1F (configuration not stated),11,-0.1,4,-1.2,3,-9,-5,?,-2,95
O=c1oc2ccccc2n1CCc1ccccc1,-4,0.0,-5,-0.8,-3,-2,-13,-8,-2,81
COc1cccc(NC(=O)NNC(=O)c2ccc3c(c2)NC(=O)C(C)(C)O3)c1,-16,-0.1,7,1.9,3,7,-14,-13,-1,103
Cc1cc(C(O)c2ncc(-c3ccccc3Cl)[nH]2)ccc1F (configuration not stated),-9,-0.2,-12,-1.9,-4,-4,nt,nt,0,101
CCCCN(C(=O)c1cccc(C)c1)c1c(N)n(CCC)c(=O)[nH]c1=O,-3,-0.2,25,0.6,6,-3,0,7,0,103
Cc1cc(C)c2oc(-c3ccc(Cl)c(NC(=O)c4ccc(C#N)cc4F)c3)nc2c1,3,0.1,7,-2.9,-4,0,-3,5,5,92
CC(=O)NC(CCS(C)(=O)=O)C(=O)Nc1ccccc1Cl (configuration not stated),-7,-0.1,12,-0.5,1,2,2,4,1,92
CCOC(=O)C1(C)CCCN1C(=O)c1cc(F)ccc1C (configuration not stated),0,0.0,-4,0.0,6,16,nt,4,1,98
O=C(NN=Cc1cc(Br)c(O)c(Br)c1)c1ccccc1NS(=O)(=O)c1cccs1,13,-0.1,8,-2.6,5,-4,-6,0,0,88
CN(C(=O)CSc1nc2cc([N+](=O)[O-])ccc2n1-c1ccc(F)cc1)C1CCS(=O)(=O)C1 (configuration not stated),-10,-0.2,11,-0.8,-1,9,1,-16,1,79
COc1cccc(NC(=O)CNC(=O)c2ccccc2)c1,-6,-0.2,3,1.4,-4,-1,-1,-5,1,112
CC(C)OC(=O)c1cc2c(ccn2C)n1CC(=O)N(Cc1ccccc1)c1ccc(F)cc1,-4,0.6,4,-2.0,-13,0,3,-3,-13,85
O=C(NCc1ccco1)c1ccccc1O,2,0.0,9,-0.6,5,-1,-1,7,2,101
CCCCc1ccc(S(=O)(=O)NC(=O)C2(C)CCN2C(=O)CC2CC2)cc1 (configuration not stated),1,-0.1,5,0.0,-4,-1,nt,2,-1,96
O=C1CN(c2nc(-c3ccccc3)c3ccccc3n2)c2ccccc2N1,6,0.1,13,7.0,0,0,-6,-3,-2,101
Cc1ccc(C(=O)Cn2nc(C)c([N+](=O)[O-])c2C)c(C)c1,5,-0.2,8,1.1,8,1,5,-4,0,102
CCOCCn1c(CCCO)nc2ccccc21,2,0.2,-2,-1.4,2,3,14,-13,0,93
Cc1oncc1C(=O)N1CCCC(CO)(Cc2ccc(F)cc2F)C1 (configuration not stated),-13,0.1,2,-0.2,3,-1,-3,-9,-1,97
Cn1nnnc1SCC(=O)N1CCN(S(=O)(=O)c2ccccc2)CC1,-1,-0.2,7,-4.1,6,18,-5,-3,0,97
CCCNC(=O)c1cc(C2CCCN(S(=O)(=O)c3cccs3)C2)on1 (configuration not stated),-8,0.1,3,-0.1,3,-2,nt,-12,-1,99
COc1ccc(C(=O)OCc2cc(=O)oc3c(C)c(C)ccc23)cc1S(=O)(=O)N1CCOCC1,-3,-0.2,8,-0.3,5,9,2,nt,3,87
C=CCn1c(N)c(C(=O)NC2CCCCC2)sc1=S,-3,-0.3,5,-2.5,-2,-2,3,29,-3,100
CCCC(=O)Nc1ccc(C(=O)NN=C(C2CC2)C2CC2)cc1,0,-0.2,2,-1.9,-7,-3,-5,-6,2,101
COCCCN1C(=O)C(=O)/C(=C(/O)c2ccc(S(=O)(=O)N3CCOCC3)cc2)C1c1ccc(C(C)C)cc1 (configuration not stated),0,0.0,10,-2.0,3,0,-3,19,1,101

# Three compounds already listed, sorted by SMILES length, high to low.
SMILES,NOD2-RIPK2 inh,aDG glyco up,MC4R antag cAMP,MC4R barr agon,ABHD5 PLIN5 PPI,Exocytosis inh,TLR9-MyD88 block,Vif imaging,N-glyco inh,ABCB6 inh MLPCN
Cc1oc2cc3oc(=O)c(CCC(=O)NC4CC4)c(C)c3cc2c1C,-7,0.9,0,-0.1,5,-4,7,-16,-3,98
Cc1oncc1C(=O)N1CCCC(CO)(Cc2ccc(F)cc2F)C1 (configuration not stated),-13,0.1,2,-0.2,3,-1,-3,-9,-1,97
O=C(/C=C/Nc1cccc(O)c1)c1ccccc1,4,0.2,-9,-0.8,-2,4,9,nt,-18,104

# New compounds follow
SMILES,NOD2-RIPK2 inh,aDG glyco up,MC4R antag cAMP,MC4R barr agon,ABHD5 PLIN5 PPI,Exocytosis inh,TLR9-MyD88 block,Vif imaging,N-glyco inh,ABCB6 inh MLPCN
Nc1ccc2nn(-c3ccccc3)nc2c1,4,5.9*,-1,7.8,1,16,3,7,3,129
CC(C)c1ccc(NC(=O)NN2CCOCC2)cc1,2,-0.3,-8,1.6,9,-3,9,2,-8,94
Cc1cnc(CN(C)C(=O)c2cc(COc3c(F)cccc3F)on2)[nH]1,-4,0.5,18,0.7,12,-2,-7,2,3,96
CCn1c(SCC(=O)NC(C)c2ccccc2)nc2ccccc21 (configuration not stated),-4,0.0,4,-2.8,-2,-1,-1,-9,-2,98
CCn1c(SCC(=O)N(C)c2ccccc2)nc2c([nH]c3ccccc32)c1=O,-4,-0.1,-23,-0.8,-3,-5,-6,-3,4,97
COc1ccc(-c2cc(C(=O)Nc3cccc(O)c3)no2)cc1,-4,0.0,9,3.5,0,18,-10,-4,-18,98
